Assay outcomes as filed in PubChem BioAssay.
CD40 NFkB inh: inhibitors of CD40-induced NF-kB signaling, primary screen, BL2 cells, luciferase reporter, single point; CD40L-induced, 4 h; inhibition, % at 10 µM; actives 0.94% (n = 83,000);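 active means mean inhibition of at least 50% with a set share of replicates also reaching that level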;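 further: 0% = neutral control wells and 100% = IKK inhibitor VII at 50 µM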
* marks the source's active call; other numbers are inactive results; [ ] = remark or other dose. This is a subset, so the mix of outcomes need not match the whole.

CD40 NFkB inh | structure
8 | CCC(Oc1ccccc1)C(=O)OCC(=O)N(CC)c1c(N)n(Cc2ccccc2)c(=O)[nH]c1=O (stereo not given)
-1 | C[C@H](CO)N1C[C@H](C)[C@H](CN(C)C(=O)Nc2ccccc2)OCc2ccccc2-c2ccccc2C1=O
12 | O=C(COc1nsnc1N1CCOCC1)N1CCOCC1
7 | Nn1c(SCC(=O)NC2CCCCCC2)nnc1C(F)(F)F
3 | Cc1cc(C(F)(F)F)nc(CCNCc2c(C(=O)N3CCCC3)nc3ccccn23)n1
-2 | CCn1nc(C)c(CNC(=O)CCc2nnc(-c3ccc(C(C)=O)s3)o2)c1C
2 | COc1ccc(CNC(=O)COC(=O)CCOc2ccc(C)cc2)cc1
15 | CCCCN(C)CCC(=O)Nc1ccc(OC)cc1OC
7 | COc1ccc(NC(=O)CSc2nnc(Cc3cccs3)n2-c2ccc(C)cc2)cc1
9 | O=C(c1ccccc1)c1nc[nH]c1C(=O)Nc1ccccn1
7 | Cc1ccccc1NS(=O)(=O)c1ccc(OCC(=O)N2CCCCC2)cc1
55* | CCC1=C(CC2NCCc3ccccc32)CC2c3cc(OC)c(OC)cc3CCN2C1 (stereo not given)
-2[25 µM] | COCC(=O)N1CCC2(CC1)CN(S(C)(=O)=O)[C@H](CO)c1[nH]c3cc(OC)ccc3c12
-2 | Cc1cc(C(=O)NC(Cc2c[nH]c3ccccc23)C(=O)O)c(C)o1 (stereo not given)
-6 | O=C(Nc1ccccc1-c1nnn(CC(=O)N2CCN(c3ccccc3)CC2)n1)c1cccs1
11 | CN(c1ccc(OCC(=O)NC2CCCC2)cc1)S(=O)(=O)c1cccs1
4 | COCC(C)NCc1cccc(C)c1 (stereo not given)
7 | O=C(Nc1cccc2cccc(NC(=O)c3ccco3)c12)c1ccco1
22[25 µM] | O=C(CC1CC1)N1CC(=O)N2[C@H](C1)[C@H](c1ccc(C#Cc3cccc(F)c3)cc1)[C@@H]2CO
-7[25 µM] | C[C@@H]1CN([C@H](C)CO)S(=O)(=O)c2ccc(C#CC3CC3)cc2O[C@H]1CN(C)C(=O)CN(C)C
-29 | CCC(C)N1CCN(S(=O)(=O)c2ccc(NC(C)=O)cc2)CC1 (stereo not given)
-1 | Cc1c(C(=O)O)sc(S(=O)(=O)N2CCN(C(=O)Cc3ccc(F)cc3)CC2)c1C(=O)O
-31 | O=C(CNC(=O)c1ccccc1F)OCc1csc(-c2ccccc2)n1
6 | O=C(NCC(c1ccc(F)cc1)N1CCOCC1)c1cccnc1Sc1ccccc1Cl (stereo not given)
6[25 µM] | O=C(Cc1ccccn1)N1[C@H](CO)[C@H]2c3ccccc3NC[C@H]21
-3[25 µM] | COc1ccccc1NC(=O)N1CCCCN2[C@H](CO)[C@H](c3ccc(C#CC4CCCC4)cc3)[C@H]2C1
-6 | COC(=O)N(C)C[C@H]1OCc2ccccc2-c2c(n(C)c3ccccc23)C(=O)N([C@H](C)CO)C[C@H]1C
2 | CN(C(=O)COC(=O)c1cncc(Br)c1)C1CCS(=O)(=O)C1 (stereo not given)
12[25 µM] | COc1cccc(-c2ccc(C3[C@@H]4CN(S(=O)(=O)c5cccc(Cl)c5)C[C@H]3N4)cc2)c1 (stereo not given in full)
-9[25 µM] | C[C@@H]1CN([C@@H](C)CO)C(=O)CCCn2cc(nn2)CO[C@@H]1CN(C)Cc1ccc2cccnc2c1
-36 | Nc1nonc1-c1noc(-c2ccccc2Br)n1
10 | CC(=O)Oc1ccc2oc(C)c(C(=O)N3CCOCC3)c2c1
-4[25 µM] | CCCCc1nn(-c2ccccc2C(F)(F)F)c(=O)n1Cc1ccc(-c2ccccc2S(=O)(=O)NC(=O)c2sccc2C)cc1
5 | CCC(C)[C@H](NC(=O)NC1CCCc2ccccc21)C(=O)O (stereo not given in full)
5 | CCCCNC(=O)CN1C(=O)NC(CCc2ccccc2)C1=O (stereo not given)
-4 | c1ccc(CSc2nnc([C@@H]3CCCN3)o2)cc1
-19 | O=C1Nc2ccc3sc4ccccc4c3c2C1=O
0 | CO[C@@H]1CN(C)C(=O)c2cc(NC(=O)NC3CCCCC3)ccc2OC[C@H](C)N(C)C[C@H]1C
1 | N#Cc1cc2c([nH]c1=O)CCCC2
8 | COc1ccc2c(Cl)cc(NC(=O)Nc3c(C)cccc3C)nc2c1
7 | Cc1c(CN2CCC(Oc3ccc(C(=O)N4CCCCC4)cc3)CC2)cnn1C
23 | N#CCCn1cc(C(=O)NCc2ccccc2)c(-c2cccs2)n1
3 | O=c1[nH]c(Cc2cccs2)nc2ccccc12
-41 | O=C(Nc1cccc(N2CCCC2)c1)c1cccs1
-3 | O=C(c1ccccc1)N1CCN(C2CCCCCC2)CC1
-54 | CC(C)C(=O)OCC(=O)NCc1ccccc1Cl
-6[25 µM] | C[C@@H]1CN([C@H](C)CO)C(=O)CCCn2cc(nn2)CO[C@H]1CN(C)C(=O)Nc1ccnc(N2CCOCC2)c1
-5 | N#Cc1ccccc1S(=O)(=O)N1CCN(c2nc(-c3cccnc3)nc3ccccc23)CC1
7 | CCCN1CCN(CCCNC(=O)CN2C(=O)COc3ccccc32)CC1
2 | Cc1c(C(=O)N2CCCC2)nnn1-c1nonc1N
-73 | COc1ccc(C(=O)Cn2cnc3ccccc3c2=O)c(OC)c1
4 | CCC(C)Cn1c(C(C)O)nc2ccccc21 (stereo not given)
2 | O=C(NCc1ccc(F)cc1)c1cc(S(=O)(=O)N2CCCCC2)c[nH]1
10 | N#Cc1ccccc1S(=O)(=O)N1CCN(C(=O)C2CCCC2)CC1
-18 | O=C(Nc1nc2ccccc2[nH]1)c1ccc(S(=O)(=O)N2CCOCC2)cc1
0 | CC(C)NC(=O)Nc1ccc2c(c1)CC(=O)N([C@H](C)CO)C[C@H](C)[C@@H](CN(C)C(=O)NC1CCCCC1)O2
5 | CN(C(=O)COC(=O)c1cc(=O)[nH]c2ccccc12)c1c(N)n(Cc2ccccc2)c(=O)[nH]c1=O
7 | CC(C)(C)NC(=O)CN(Cc1cccs1)C(=O)CN1C(=O)C(=O)c2ccccc21
31 | COc1ccc(C)cc1C(=O)CCC(=O)Nc1ccccc1N1CCOCC1
32 | C[C@H]1CN([C@@H](C)CO)C(=O)c2c(c3ccccc3n2C)-c2ccccc2CO[C@@H]1CN(C)Cc1cccc(F)c1

Going on with the list.
CD40 NFkB inh | structure
2 | O=C(/C=C/c1ccccc1)OCc1cnc(Cl)s1
-74 | O=C(CSc1nnc2c3ccccc3c3ccccc3c2n1)Nc1ccccc1
-9 | O=C1CC(c2ccsc2)Sc2ccccc2N1 (stereo not given)
-82 | O=[N+]([O-])c1ccccc1OCCCOc1cccc2cccnc12
-6[25 µM] | O=C(C[C@H]1C[C@H]2c3cc(NC(=O)Cc4ccncc4)ccc3O[C@H]2[C@H](CO)O1)NCCN1CCCCC1
-2 | CC(C)NC(=O)N(C)C[C@H]1Oc2ncccc2C(=O)N(C)C[C@H]1C
4 | COc1cccc(CNC(=O)COc2cccc(-n3cnnn3)c2)c1
-25 | O=C(Nc1sc2c(c1-c1nc3ccccc3[nH]1)CCCC2)C1CC1
7[25 µM] | CC(=O)N1[C@H](CO)[C@H](c2ccc(-c3cncnc3)cc2)[C@@H]1CN(C)C(=O)C1CC1
11 | COc1cc[n+]([O-])cc1[N+](=O)[O-]
-32 | Cc1ccc(C(=O)Nc2nnc(-c3ccncc3)s2)o1
-128 | c1ccc2c(c1)C1=NCCN1c1ccccc1-2
2 | Cc1ccc(S(=O)(=O)N2CCN(CCc3ccncc3)CC2)cc1
-23 | Cc1ccccc1OCCCC(=O)Nc1ccc2c(c1)OCO2
5 | O=C(NCCCN1CCOCC1)c1ccccc1NS(=O)(=O)c1ccc(F)cc1
5[25 µM] | COc1cccc(-c2ccc3c(c2)[C@@H]2[C@@H](CCN2C(=O)c2ccccc2F)[C@@H](CO)N3C)c1
9 | CC(C(=O)NCc1cccs1)N1CCN(S(=O)(=O)c2ccc3c(c2)OCCCO3)CC1 (stereo not given)
-13 | Cc1cc(Nc2ccc3ccccc3c2)n2ncnc2n1
29[25 µM] | O=C(CC1CC1)N1CC(=O)N2[C@H](C1)[C@@H](c1ccc(C#Cc3cccc(F)c3)cc1)[C@@H]2CO
1 | Nc1ccc2nc(Cc3ccccc3)[nH]c2c1
1 | CCOc1ccccc1NS(=O)(=O)N(C)C
2 | COc1ccc(-c2ccc3n(c2=O)C[C@@H]2[C@@H](CO)[C@H](C(=O)NCCN4CCCC4)N(C)[C@H]32)cc1
-1 | O=C(NCC1CC1)[C@@H]1[C@@H](CO)[C@@H]2Cn3c(ccc(-c4cccnc4)c3=O)[C@H]1N2C(=O)C1CCCC1
8 | C=C1C2(C(=O)Nc3nccs3)CCC(C2)C1(C)C (stereo not given)
8 | Cc1ccc(C)c(NC(=O)CN(C)C(=O)C2COc3ccccc3O2)c1 (stereo not given)
-25 | CCOC(=O)c1sc2ncn(C(C)C(=O)OC)c(=O)c2c1C (stereo not given)
6[25 µM] | CC(=O)N1[C@H](C(=O)NCC2CC2)[C@@H](CO)[C@@H]2Cn3c(ccc(-c4cccc(F)c4)c3=O)[C@@H]21
13 | Cc1ccc(S(=O)(=O)N2CCOCC2)cc1NC(=O)CNCc1cccnc1
0 | CC(=O)NC[C@@H]1[C@@H](c2ccc(C3=CCCCC3)cc2)[C@@H](CO)N1C(=O)NC(C)C
-2 | CCN(CC)C(=O)Cn1cnc2c1c(=O)n(C)c(=O)n2C
6 | NNC(=O)CCn1c2ccccc2c2ccccc21
3 | CCCn1nnc2ccccc2c1=O
9 | Cc1c(C#N)c2ccccc2n1CC(=O)O
6 | CCOC(=O)c1cc(C#N)c(N)nc1C
5 | Cc1oc2nc(SCCCC(=O)NCCO)nc(N)c2c1C
8 | O=C(Cn1nnc(-c2ccccc2)n1)Nc1cccc(S(=O)(=O)N2CCOCC2)c1
-64 | Cn1nnnc1SCc1csc(Nc2ccccc2)n1
1 | CC(=O)Nc1sc(C)c(C)c1C(=O)OCC(=O)NC(C)c1ccccc1 (stereo not given)
2 | CCc1cc(-c2[nH]ncc2-c2ccc3c(c2)OCO3)c(O)cc1O
6 | Cc1ccc(-n2nc3c(=O)n(CC(=O)NC4CCCCCC4)nc(C)c3c2C)cc1
-1 | CCOc1ccc(S(=O)(=O)N=C(c2ccccc2)N2CCOCC2)cc1
-8 | CC(=O)NC1C(=O)Nc2c1cccc2C(F)(F)F (stereo not given)
-1 | C[C@H]1CN([C@@H](C)CO)C(=O)c2ccccc2-c2ccccc2CO[C@@H]1CN(C)S(=O)(=O)c1ccc(F)cc1
3 | O=C(NCc1ccncc1)c1cnccn1
-31 | O=C(CN1CCCC1)Nc1nnc(-c2cccs2)s1
-6 | CN(CCc1cnn(C)c1)Cc1nc(CC2CC2)no1
1 | COc1ccc(CNC(=O)c2csnn2)cc1
-5 | COc1ccc(-c2noc(N3CCC(C(=O)NCCCN4CCCCC4)CC3)n2)cc1
-61 | O=C(c1noc2c1CCCC2)N1CCc2ccccc2C1
-4 | CN1c2ccc(-c3ccccc3)cc2[C@@H]2[C@@H](CCN2C(=O)c2ccccn2)[C@H]1CO
-5[25 µM] | O=C(NCc1cc(F)cc(F)c1)[C@@H]1[C@@H](CO)[C@@H]2Cn3c(cccc3=O)[C@H]1N2C(=O)c1cnccn1
10 | CCOC(=O)Cc1cc(=O)n2[nH]c(C)c(C#N)c2n1
3 | COCCNc1cc(C)nc2ccccc12
9 | CCCCC(=O)Nc1cc(NC(=O)CCCC)cc(C(=O)O)c1
1 | O=C(O)c1cccc2c1-c1c(cccc1[N+](=O)[O-])C2
45 | Nc1ncnc2c1ncn2C1C=C(CO)C(O)C1O (stereo not given)
8 | COc1ccc(Cl)cc1NC(=O)c1cccc(S(=O)(=O)Nc2c(C)n(C)n(-c3ccccc3)c2=O)c1
-4 | NS(=O)(=O)c1ccc(CCNC(=O)CNC(=O)COc2ccccc2)cc1
0 | Cc1ccc(N(C)S(=O)(=O)c2cccc(C(=O)NC3CC(C)(C)NC(C)(C)C3)c2)cc1
1[25 µM] | C/C=C/c1ccc(C2[C@H]3CNC[C@@H]2N3Cc2cccc(C(F)(F)F)c2)cc1 (stereo not given in full)
-73 | O=c1[nH]c(-c2ccccn2)nc2ccccc12
-9[25 µM] | O=C(C[C@H]1CC[C@H]2[C@@H](COC[C@H](O)CN2S(=O)(=O)c2cccc(Cl)c2)O1)N1CCOCC1
